Source: PubChem (National Center for Advancing Translational Sciences (NCATS))
Pf Dd2 inh = Plasmodium falciparum Dd2 growth inhibition. P. falciparum Dd2 growth, SYBR Green, 72 h. 120,000 tested, 4.3% active. Potency, µM (titrated, usually from 28.9 µM), inactives show at the highest dose activity, negative = inhibition, most hits filed as inhibitors; active means well fitted inhibition curve with a large enough effect; inconclusive means small, poorly fitted or top-dose-only effect; inactive means no such curve, though single readings can be large or run the other way;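 further: plate controls were DMSO vehicle for no effect and reference drug for full effect; nearly all actives have a fitted effect of over 65% in size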
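Readout: SYBR Green fluorescence, 485 nm excitation, 535 nm emission, after ~16 h lysis at 37C. Before that, Dd2-infected red cells (2.5% hematocrit) grew 72 h with compound, 29 uM top final concentration.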
Numbers without * were called inactive; i = inactive; u = inconclusive; & = joins results of further samples; [ ] = dose if it differs, or a comment. Potency means the concentration at half of the fitted maximal effect.

Molecule	Pf Dd2 inh
Cc1ccc(NC(=O)c2cc(-c3ccc[nH]3)n[nH]2)cc1C	u
O=C(COc1ccc(F)cc1)N1CCCC(c2noc(COc3ccccc3)n2)C1 (stereo not drawn)	6.3µM*
COc1ccc(NC(=O)c2cc3n(n2)CC(c2ccc(Cl)cc2)OC3)c(OC)c1 (stereo not drawn)	i
Cc1nc(C(=O)N2CCCC(c3nnc(Cn4ccnc4)n3C)C2)cs1 (stereo not drawn)	7%
CCOc1ccccc1C(=O)N1CCN(c2cc(-c3cccs3)[nH]n2)CC1	i
Cc1noc(-c2cn(C3CCN(C(=O)c4cccc(F)c4)CC3)nn2)n1	i
COc1ccc2c(c1)Cc1sc(NC(=O)c3ccccc3C)nc1-2	u
COCCN1CCN(C[C@@H]2C=C(C)[C@H](Cc3nnc(-c4ccc(N(C)C)cc4)o3)C[C@H]2C(C)C)CC1	4µM*
Cc1ccc(S(=O)(=O)N2CCN(C3CCN(CCc4ccccc4)C3=O)CC2)cc1C (stereo not drawn)	u
COc1ccc(-c2ccc3ncc(Nc4ccc(OC)c(OC)c4)n3n2)cn1	u
Cc1nnc(-c2cc(-c3cccc(OC(F)(F)F)c3)ccn2)n1CCN1CCOCC1	i
CC(=O)N1C[C@@H](CN(C)C)[C@H](NS(=O)(=O)c2cccc(C#N)c2)C1	7%

More results.
Molecule	Pf Dd2 inh
O=C(NCc1ccc(Cl)cc1)c1cc2ccc3cccnc3c2[nH]1	-17%
COCCC1(NS(C)(=O)=O)CCN(C(=O)NCC(C)C)CC1	3%
O=C(Cc1cnc2ccccn12)N[C@@H]1CCOC[C@H]1Oc1ccccn1	3%
COc1ccc(OCCn2c(NC(=O)c3ccc(OC)cc3)nc3ccccc32)cc1	57%[activator]
CCOc1ccc(C(=O)N[C@@H]2CN(C)C[C@H]2CN(C)C)cc1	i
Cc1ccccc1NC(=O)N1CCC(CCNC(=O)Cc2ccccc2F)CC1	6%
CCC1(N2CCN(S(=O)(=O)c3ccc(F)c(C)c3)CC2)CCN(S(C)(=O)=O)C1 (stereo not drawn)	-12%
c1cncc(CN2CC(Oc3ccc4c(c3)OCO4)C2)c1	u
Cn1cc(CNC(=O)C[C@@H]2C[C@H]3O[C@H](CNC4CCCC4)[C@@H](O)[C@H]3O2)cn1	i
Cc1cc(-c2cc3c(cn2)CN(CC2CCOCC2)CCN3)ccn1	-1%[44.1 µM]
Cc1ccc(CSc2oc(-c3ccco3)nc2S(=O)(=O)c2ccc(Cl)cc2)cc1	i
COCc1nnc2n1CCC(NC(=O)C1(c3ccccc3)CCCC1)CC2 (stereo not drawn)	i

Following part.
Molecule	Pf Dd2 inh
O=C(CN1CCC2(CC1)CC(c1ccccc1)C(=O)N2)NCC1CCCCC1 (stereo not drawn)	-29%
CN(Cc1ccsc1)C(=O)c1ccc(C#CC(C)(C)O)o1	-34%
COc1ccccc1OCc1cc(C(=O)N2CCC(C(C)(C)O)CC2)n[nH]1	-20%
COc1ccc(-c2cc3nc(C)c(CCC(=O)Nc4ccccc4C(C)=O)c(C)n3n2)c(OC)c1	8%
Cc1cc(C)n(CC(=O)N2CCCC(C)(Cc3ccc4c(c3)OCO4)C2)c(=O)n1 (stereo not drawn)	-9%
COc1ccccc1CNC(=O)CCC1N=C2c3ccccc3N=C(SCc3cccc(Cl)c3)N2C1=O (stereo not drawn)	u
COc1ccc(C(=O)NC2CCN(c3cc(-c4ccc(Cl)cc4)[nH]n3)C2)c(C)c1 (stereo not drawn)	u
CCN1CC(c2ccccc2)CC2(CCN(C(=O)CCn3cccn3)CC2)C1 (stereo not drawn)	u
COc1ccc2[nH]c3c(c2c1)CCNC31CCN(C(=O)c2ccc(OC)nc2OC)CC1	u
Cc1ncc2n1C(=O)N(C1CCN(Cc3ccsc3)CC1)C2	-14%&-26%[44.1 µM]
CCOc1cc(-c2ccc(OC(=O)c3ccc(C)cc3)c(OC)c2)cc(=O)c2c(C)oc(C)c12	u
CC(C)c1nc2nccc(-c3ccccc3)n2n1	-5%

The list goes on.
Molecule	Pf Dd2 inh
Cc1cccc(OCCc2noc(C3CCCN3C(=O)c3cn(C)cn3)n2)c1 (stereo not drawn)	7%
COc1cc(NC(=S)N[C@H]2CO[C@H]3[C@@H]2OC[C@@H]3n2nnnc2Oc2cccc(N3CCOCC3)c2)cc(OC)c1	u
COc1ccc(N2CCN(C(=O)c3ccc4c(c3)CCN4S(=O)(=O)c3ccccc3)CC2)cc1	1%
COc1ccc(-c2nc(C(C)C)nc3c2CCN(C(=O)c2ccccc2)CC3)cc1	-17%
CC(C)c1cc(C(=O)N2CCn3nc(C(=O)Nc4ccccc4)cc3C2)n[nH]1	-15%
Cn1nc(C2CCNCC2)n(-c2ccccc2)c1=O	i
COc1ccc(C)cc1NC(=O)N1CCN(c2nnc(C)c3c(C)n(-c4ccccc4)nc23)CC1	5%
Cc1cccc(N2CCN(C(=O)Cn3nc(C)n4cccc4c3=O)CC2C)c1 (stereo not drawn)	-1%
CCc1ccc(CNC(=O)Cc2c(C(=O)O)c(C)cn2C)cc1	0%
Cc1ccc(CN2CCC(C3CCN(S(C)(=O)=O)CC3)C2)nc1 (stereo not drawn)	-8%
CCOC(=O)CCN(c1ccccc1)S(=O)(=O)c1ccc2[nH]c(=O)ccc2c1	19%
COC(=O)[C@H]1CN(S(C)(=O)=O)CCN1S(C)(=O)=O	33%[activator][44.1 µM]

Carrying on:
Molecule	Pf Dd2 inh
COc1ccc(Cl)cc1NC(=O)c1cc2nc(-c3ccc(C)cc3)cc(C(F)(F)F)n2n1	19%
CNC(=O)[C@@H]1CNC[C@H]1c1nc(COC)no1	-8%
CN1C[C@@H](NS(C)(=O)=O)C[C@H]1c1nc(-c2ccc(Cl)cc2)no1	i
COc1ccccc1NC(=O)C1=C(C)Nc2c(C(=O)Nc3ccc(F)cc3)cnn2C1c1ccc(Cl)cc1 (stereo not drawn)	8.9µM*
COCc1nc(CCNC(=O)Cc2c(C)noc2C)no1	55%
Cc1cccc(-c2cccc(NC(=O)C3CCCN(Cc4cnc(C)nc4)C3)c2)c1 (stereo not drawn)	-22%
CN1CC(=O)N(C2CCC2)Cc2c(NCc3ccc(F)cc3)ncnc21	6%
COCCNC(=O)C1CC(=O)N(c2n[nH]c3ccccc23)C1 (stereo not drawn)	-3%
CC1(c2ccccc2)N(Cc2ccccc2F)C(=O)OC12CCN(Cc1cccnc1N)CC2 (stereo not drawn)	-9%
Cc1cc(C)n(CCC(=O)N[C@@H]2CN(Cc3ccncc3)C[C@H]2CN(C)C)n1	7%
Cc1cccc(CNC(=O)c2ccc(NC(=O)N3CC(C)Sc4ccccc43)cc2)c1 (stereo not drawn)	-7%
O=C1Nc2ccc(-c3ccc4c(c3)OCO4)cc2C(=O)N2CCN(C(=O)c3cccnc3)C[C@H]12	13%

More results follow:
| mol | Pf Dd2 inh |
| --- | --- |
| COc1c[nH]c(CN2CCCC(CCc3ccccc3C)C2)cc1=O (stereo not drawn) | u |
| COC[C@@H]1CN(Cc2cc(OC)cc(OC)c2)C[C@H]1C(=O)N(C)C | u |
| COCc1nc2nc(-c3ccccc3)c(-c3cccc([S+](C)(=O)[O-])c3)cc2n1C | u |
| COc1ccc(CNC(=O)C2CCN(c3nnc(C)c4c(C)n(-c5ccc(C)cc5)nc34)CC2)cc1 | 7.9µM* |
| COc1ccccc1N1CCN(C(=O)C(N)c2c(C)n[nH]c2C)CC1(C)C (stereo not drawn) | u |
| Cc1cc(C)c2c(n1)SCCN2C(=O)Nc1ccc(C(=O)Nc2ccc(C(C)C)cc2)cc1 | -12% |
| COc1cc(C(=O)N2CC(=O)Nc3ccc(C)cc3C2c2ccc(F)cc2)cc(OC)c1OC (stereo not drawn) | u |
| CN(c1ccccc1)c1ccc2nnc(-c3ccccn3)n2n1 | u |
| COc1ccccc1CNS(=O)(=O)c1cc(Br)cc2c1N(C(C)=O)C(C)C2 (stereo not drawn) | 2% |
| O=C(c1cn(C2CNC2)nn1)N1CCOCC1 | -7% |
| COc1ccc(-c2ccccc2NC(=O)C2CCCN(Cc3ccn[nH]3)C2)cc1 (stereo not drawn) | u |
| Cc1ccccc1-c1ccnc2c(-c3ccc(F)cc3)c(C)nn12 | i |
| COc1ccc(CNC(=O)C[C@@H]2[C@H](O)CCC3[C@](C)(CO)[C@H](OC(=O)NC(C)C)CC[C@]32C)cc1 (stereo partly drawn) | -22% |
| CCc1noc(-c2cccn3c(CNC(=O)c4ccc(F)cc4Cl)nnc23)n1 | u |
| O=C(Cn1ccn2nc3c(c2c1=O)CCCC3)NCc1cccs1 | 17% |
| O=C(O)c1ccnc(-c2ccnc(NCCCN3CCCC(O)C3)n2)c1 (stereo not drawn) | 12% |
| O=C(NC[C@H]1O[C@H](Cc2cc(-c3ccccc3)on2)CC[C@@H]1O)c1cnccn1 | i |
| O=C(c1cccc(C(F)(F)F)c1)N1C[C@@H](CO)[C@H](c2ccccn2)C1 | -2% |
| NC(=O)NCC(=O)N1CCc2onc(-c3cccc4ccccc34)c2C1 | -9% |
| C=C[C@H]1CN2CC[C@H]1C[C@@H]2CNCc1ccc(C(F)(F)F)cc1 | 2.2µM* |
| O=C(Nc1ccc(Cl)cc1Cl)c1cnn2c1CN([S+](=O)([O-])c1cccc(C(F)(F)F)c1)CC2 | -9% |
| Cn1c(SCC(=O)Nc2nc3ccccc3s2)ncc(C(=O)Nc2ccc(Cl)cc2)c1=O | 30%[activator] |
| O=C(CCSCc1ccccc1Cl)N1CCN(c2cccc(Cl)c2)CC1 | 45%[activator] |
| N#Cc1ccc(OCc2nc3c(n2Cc2ccccc2)C(=O)N(CC2CC2)CCN3)cc1 | 10µM* |
| O=C1CN(C(=O)[C@H]2CN(Cc3ccccc3)C[C@H]2C(=O)O)CCN1 | 12% |
| CCCc1nc(C)cc(N2CCC(NCCc3ccc(Cl)cc3)CC2)n1 | 10µM* |
| O=C(O)c1cccnc1OC1CCNCC1 | 27% |
| COc1ccc(C2NC(=O)N(CC(=O)N3CCCCCC3)C3=C2C(=O)OC3)cc1 (stereo not drawn) | u |
| COc1ccc(CN[C@@H]2C=C[C@@H](c3c(C)nn(-c4ccc(OC)cc4)c3C)C2)cc1 | u |
| C[C@@H](NS(=O)(=O)c1ccccc1)c1onc(-c2ccc(F)cc2)c1C(=O)O | 42%[activator][44.1 µM] |

Continued.
| mol | Pf Dd2 inh |
| --- | --- |
| COc1ccccc1OCc1nc(-c2cccc(C)c2)no1 | 73%[activator] |
| COc1ccc(C(=O)N2CCC3(CNc4ccccc4[S+](=O)([O-])N3)C2)cc1 (stereo not drawn) | -19% |
| COCCOC1CCOC2(CCN(C(=O)Nc3ccccc3F)CC2)C1 (stereo not drawn) | 13µM* |
| Cc1cccc(CNCc2ccccc2OCC(O)CN2CCSCC2)c1 (stereo not drawn) | 1.6µM* |
| COc1ccc(CCNC(=O)c2c(C)oc3ncn(CC(C)C)c(=O)c23)c(OC)c1 | -15% |
| Cc1ccc(NC(=O)C2Cn3cccc3C(=O)N2C)cc1 (stereo not drawn) | i |
| Cc1cc(NC(=O)c2cc(-c3ccc(Cl)c(Cl)c3)on2)n(-c2ccccc2)n1 | 61%[activator] |
| Cc1cccc(C(=O)NCCc2ncc(C)n2C2CC2)c1 | u |
| Cc1ccsc1CN(C(=O)c1oc2ccc(F)cc2c1C)C1CCS(=O)(=O)C1 (stereo not drawn) | 5% |
| CCOCCn1ccc2c(OCC(=O)Nc3cccc(F)c3)cccc2c1=O | i |
| CC1CCN(C(=O)CSc2c(C(C)C)cnc3c2c(=O)n(C)c(=O)n3C)CC1 | u |
| COc1ccc(OC)c(CCNC(=O)CN2C(=O)COc3ccc(S(=O)(=O)N4CCC(C)CC4)cc32)c1 | i |
| O=C([C@@H]1C[C@H](F)CN1S(=O)(=O)c1ccccc1F)N1CCCCC1 | -9% |
| Cc1ccc(CNC(=O)c2ccc3c(c2)N(Cc2ccccc2F)C(=O)c2ccccc2S3(=O)=O)cc1 | i |
| CN(Cc1cnc2ccccc2c1)C(=O)c1ccc(CCC(C)(C)O)cc1 | -29% |
| Cc1ccccc1-c1nocc1CCC(=O)O | i |
| O=C1NC[C@@H](CCC(=O)N2CCN(c3ccccc3)CC2)N2C[C@@H](NCc3ccc(CO)o3)C[C@@H]12 | -3% |
| COC(=O)C(=O)N1CC[C@H]2NC(=O)N(c3ccccc3)C(=O)[C@H]21 | 7%[44.1 µM] |
| CC(C)OCCCNc1ncnc2c1CN(C1CCNC1)C(=O)CN2C (stereo not drawn) | 10% |

A portion of the library; rates above refer to the full screens.
